Screens deposited in PubChem by The Scripps Research Institute Molecular Screening Center.
M4 antag: blocks acetylcholine activation of human M4 receptor; P08173; CHO-hM4 cells, ACh EC80, Fluo-8 calcium fluorescence; inhibition, % at 3 µM; 0.73% of 360,000 active; AID 624125;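 active means inhibition above its plate's cutoff, the mean inhibition of sample wells plus 3 SD, cut at about 27% in these data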;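 further: 0% = acetylcholine EC80 with DMSO and 100% = DMSO without agonist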
Target sequence (P08173 whole entry, looked up): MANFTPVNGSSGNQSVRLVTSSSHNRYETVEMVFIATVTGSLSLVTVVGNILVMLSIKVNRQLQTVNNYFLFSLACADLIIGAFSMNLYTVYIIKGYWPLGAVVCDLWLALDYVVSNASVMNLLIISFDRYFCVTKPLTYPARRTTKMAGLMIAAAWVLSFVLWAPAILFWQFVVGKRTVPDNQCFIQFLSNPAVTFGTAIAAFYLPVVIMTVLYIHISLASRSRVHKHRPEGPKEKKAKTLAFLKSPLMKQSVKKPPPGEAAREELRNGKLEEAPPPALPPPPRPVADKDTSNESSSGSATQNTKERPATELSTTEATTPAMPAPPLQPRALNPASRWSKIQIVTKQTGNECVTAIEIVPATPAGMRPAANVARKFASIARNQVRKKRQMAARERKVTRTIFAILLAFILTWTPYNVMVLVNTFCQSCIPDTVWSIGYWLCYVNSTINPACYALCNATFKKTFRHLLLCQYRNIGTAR
M1 ag: agonists of human M1 muscarinic receptor. P11229. CHO-K1 hM1, Fluo-8 calcium fluorescence, agonist mode; 0% DMSO, 100% acetylcholine EC100. activation, % at 3 µM. 0.33% of 360,000 active. AID 588814;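 active means activation above the run's mean compound activation plus 3 SD, cut at about 16% in these data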;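 further: peak over basal fluorescence ratio within a 140 s kinetic read after compound addition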
Target sequence (P11229 whole entry, looked up): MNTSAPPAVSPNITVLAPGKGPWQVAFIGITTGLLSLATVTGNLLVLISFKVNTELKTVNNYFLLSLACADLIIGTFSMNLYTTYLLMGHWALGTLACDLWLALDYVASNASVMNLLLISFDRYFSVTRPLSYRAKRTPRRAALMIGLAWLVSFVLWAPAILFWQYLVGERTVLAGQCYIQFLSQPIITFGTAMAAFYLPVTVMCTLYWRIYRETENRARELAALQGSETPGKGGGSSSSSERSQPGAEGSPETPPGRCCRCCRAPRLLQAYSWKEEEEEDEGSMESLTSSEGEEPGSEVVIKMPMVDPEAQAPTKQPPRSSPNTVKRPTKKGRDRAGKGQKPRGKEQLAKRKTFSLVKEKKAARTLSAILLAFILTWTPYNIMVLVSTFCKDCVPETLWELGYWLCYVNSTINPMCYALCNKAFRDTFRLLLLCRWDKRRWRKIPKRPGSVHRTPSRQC
CHO parental Ca: counter-screen for OX1R antagonists: effect in parental CHO cells; parental CHO-K1, ATP-induced calcium, Fluo-8 fluorescence; inhibition, % at 5.6 µM; 0.63% of 330,000 active;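 active means inhibition above that plate's mean sample inhibition plus 3 SD, cut at about 26% in these data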;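 further: 0% = ATP-challenged DMSO wells and 100% = DMSO wells without ATP; some compounds past the cut are filed as inactive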
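Assay system – parental CHO cells · Reagent – ATP stimulus · Detection – intracellular calcium via Fluo-8 no-wash fluorescent dye · Evaluation – percent inhibition of ATP-evoked calcium rise, normalized to controls · Controls – ATP wells versus no-ATP DMSO wells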
CHRM1 antagonist: blocks human M1 muscarinic receptor; 1.3% of 360,000 active; CHO-K1 hM1, Fluo-8 calcium fluorescence, ACh EC80 antagonist; inhibition, % at 3 µM;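 active means percent inhibition above its own plate's cutoff, namely the mean of that plate's compound wells plus 3 SD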;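 further: peak over basal fluorescence ratio during 140 s after agonist addition; 0% = ACh EC80 plus DMSO and 100% = DMSO alone without agonist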
CHO-K1 Ca antag: M1 antagonist counterscreen hit in parental CHO-K1 cells | ATP-induced calcium, Fluo-8 fluorescence | inhibition, % at 3 µM | 0.6% of 360,000 active;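 active means inhibition above a per-plate cutoff, the plate's mean sample inhibition plus 3 SD, cut at about 24% in these data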;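 further: 0% = DMSO plus EC80 ATP and 100% = DMSO alone without ATP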
CHRM1 PAM: human CHRM1 positive allosteric modulation; P11229; activation, % at 3 µM; CHO-K1 hM1, Fluo-8 calcium fluorescence, ACh EC20; 0% = ACh EC20, 100% = maximal ACh; 0.088% of 360,000 active; in the data active means activation above about 19%, passing the limit was not always enough
M1 ag parental: M1 agonist counterscreen hit in parental CHO-K1 cells | Fluo-8 calcium fluorescence; scaled to maximal ATP response, vehicle zero | activation, % at 3 µM | 0.48% of 360,000 active; in the data active means activation above about 15%;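 further: untransfected CHO-K1 host cells lacking M1 receptor as counterscreen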
CHRM4 agonist: agonists of human muscarinic M4 receptor (CHRM4) | CHO-K1 hM4/Gqi5, Fluo-8 calcium fluorescence; vehicle 0%, full acetylcholine response 100% | activation, % at 3 µM | 0.14% of 360,000 active | AID 624127 | P08173;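 active means activation above the run mean over all test wells plus 3 SD, cut at about 32% in these data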;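 further: peak over basal fluorescence ratio per well then scaled between controls; 0% = DMSO wells and 100% = acetylcholine at EC100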
OXTR potentiate: human OXTR potentiation | CHO-OTR cells, Fluo-8 calcium fluorescence, potentiator mode; 0% = oxytocin EC15, 100% = EC100 | 0.061% of 320,000 active | activation, % at 3 µM;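 active means activation above that plate's cutoff, the mean activation of tested compounds plus 3 SD, cut at about 6.6% in these data, passing the limit was not always enough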;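 further: 100% uses oxytocin at 75 nM as the full agonist control; some results filed as inactive read as strong as hits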
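System: human OTR in CHO cells / Also added: sub-maximal oxytocin, roughly EC15 / Control set: EC15 oxytocin low, 75 nM oxytocin high / Schedule: 6 min compound pre-incubation at room temperature, 100 s kinetic read / Compound: single-point 3.0 µM / Replication: singlicate / Technique: Fluo-8 calcium dye fluorescence / Read-out basis: % activation of max/min ratio relative to oxytocin controls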
Numbers without * were called inactive; x = not tested or not shown.

Each structure is followed by: M4 antag, M1 ag, CHO parental Ca, CHRM1 antagonist, CHO-K1 Ca antag, CHRM1 PAM, M1 ag parental, CHRM4 agonist, OXTR potentiate
Cc1c(Cl)c([N+](=O)[O-])nn1CC(=O)N1CCN(Cc2ccccc2)CC1
    0.2, -9.8, -15.8, 3.1, -6.5, -3.6, -0.3, 0.6, -9.8
COCCNC(=S)N(CCO)Cc1cc2cc3c(cc2[nH]c1=O)OCCO3
    -9.9, -2.2, 1.4, -12.2, -9.1, 7.3, 0.3, 1.7, -7.4
CCCC[C@@H]1CNCCN1CCc1cccc(F)c1
    -6.4, -13.0, -5.2, -4.2, -21.1, -11.2, 0.9, 1.3, -8.5
CN(C)c1ccc(N=c2sc3ccccc3n2C)cc1
    -12.7, -6.1, -7.9, -23.4, -19.7, 10.2, -0.4, -1.9, -7.9
COC(=O)c1cc(-c2ccc(Br)cc2)c2c(=O)n(C)c(=O)n(C)c2n1
    -2.3, -2.9, 3.6, -10.2, -10.9, 11.3, 1.1, 1.5, -7.3
O=S(=O)(c1ccccc1)c1nc(-c2ccccc2)oc1N1CCCC1
    4.3, -4.5, -2.6, -3.9, -8.5, 5.6, 0.2, -0.8, -25.5
Cc1ccc2nc(N3CCN(C(=O)CCC(=O)O)CC3)nc(-c3ccccc3)c2c1
    3.5, 6.4, -9.2, -7.5, -3.9, 17.6, 1.9, 5.0, -9.2
CCOc1ccc(NC(=O)N2CCN(CC)CC2)cc1
    4.0, -8.3, 0.1, -2.9, -9.8, 3.7, 0.9, 0.7, -6.5
Cc1nc(NS(=O)(=O)c2ccccc2)sc1NC(=O)Nc1ccc(Cl)cc1
    0.2, -2.6, -2.8, 1.5, 0.7, -0.5, 0.3, 0.9, -1.9
Cc1cccc(C)c1NC(=O)NN1C(C)CCCC1C (stereo not given)
    -8.4, -3.6, -5.8, -2.6, -9.9, 9.8, 1.4, 1.1, 0.8
CCCN1C(=O)c2cc(C(=O)NC3CCCC3)ccc2C1O (stereo not given)
    0.5, -2.0, -1.8, -11.2, -3.1, 3.6, 0.7, 0.0, -5.9
COc1ccc(C(=O)Nc2ccc(C)cn2)cc1S(=O)(=O)N1CCCc2ccccc21
    -0.4, -4.1, -20.7, 23.4*, 15.8, -13.2, 0.8, 9.0, -6.5
CC(=O)c1c(C)[nH]c(C(=O)Nc2cccc(C#N)c2)c1C
    0.7, 1.9, 4.2, 5.2, -10.3, -2.9, 8.0, 6.3, -6.1
COc1ccccc1C(=O)Nc1ccc(S(=O)(=O)N2CCC(C)CC2)cc1
    -6.8, -3.2, -2.0, 7.5, -5.8, -1.3, 2.9, 7.6, -6.5
COc1ccc(CNC(=O)C/C(C)=N/NC(=O)c2ccccc2OC)cc1
    -8.5, -1.1, -22.5, -5.0, -8.3, 3.2, 0.7, 0.9, -3.0
CC(C)(C)NC(=O)NC(=O)COC(=O)c1cccc(S(=O)(=O)N2CCCCC2)c1
    -1.7, -6.7, -12.9, -0.3, 0.0, -0.8, 5.8, 0.6, -4.9
COc1cc(C)ccc1OC(C)C(=O)Nc1ccc(N2CCCCC2)cc1 (stereo not given)
    3.1, -3.9, -20.2, -0.4, 1.4, 2.9, -0.6, -0.6, 0.1
CC(=O)Nc1ccc(SCC(=O)Nc2sccc2C#N)cc1
    -1.9, -0.3, -11.2, -10.9, -17.2, 10.4, 2.8, 2.9, 0.2
CC(C)(C)NC(=O)CN(C(=O)CS(=O)CC(=O)Nc1ccc(F)cc1)c1ccccc1F (stereo not given)
    1.4, -3.2, -4.9, -8.8, -10.9, 7.8, 0.2, 1.5, -5.1
O=S(=O)(c1ccccc1)N1CCN(c2nnnn2-c2ccccc2)CC1
    -3.3, 3.8, -11.8, -21.0, -2.4, 3.6, 0.9, 1.1, -9.1
Cc1onc(-c2ccccc2Cl)c1C(=O)Nc1ccc(S(=O)(=O)Nc2nccs2)cc1
    2.8, -13.3, -11.7, 0.6, -4.1, 9.6, 0.4, 1.1, -3.3
CCOC(=O)C1CCCN(C(=O)c2ccc([N+](=O)[O-])cc2)C1 (stereo not given)
    0.9, -11.4, -11.7, -4.5, -0.7, 5.1, 0.4, 0.8, 2.0
Cc1onc(-c2ccccc2)c1C(=O)Nc1nnc(N2CCCCCC2)s1
    -10.0, -1.2, -26.6, -17.4, -5.9, 9.6, 0.7, 1.5, -6.4
CCOC(=O)N1CCN(c2c(NCc3cccs3)c(=O)c2=O)CC1
    -1.1, -2.3, -4.9, 3.2, 2.2, 1.0, 0.0, -1.1, -0.2
CC(=O)NC1C(OCc2ccccc2)OC(COC(C)=O)C(OC(C)=O)C1OC(C)=O (stereo not given)
    -0.5, -4.2, -0.5, -10.5, 1.7, 4.0, 0.4, 0.6, -7.5
COc1ccc(OC)c(N/C(C)=C/C(=O)c2ccccc2)c1
    -1.5, -5.3, -7.1, 9.3, 3.9, -2.5, 0.3, 1.6, -0.3
COc1ccc(-c2nnc(SCC(=O)NCCC(C)C)nc2-c2ccc(OC)c(OC)c2)cc1OC
    -9.0, -9.2, -35.0, -11.2, -9.0, 7.6, -0.2, 1.7, -4.2
CCN=C1SCC(=O)N1c1ccc(OC)cc1
    -0.6, -2.1, -0.4, 3.8, -18.3, 6.6, 1.7, 0.9, -2.9
CC(=O)Nc1cccc(-c2cc(NC(C)=O)c3ncc(-c4ccc(C(C)=O)cc4)n3c2)c1
    -6.5, -3.8, x, 0.0, 1.7, -5.2, 2.9, 5.0, x
CC(Cc1c[nH]c2ccccc12)C(=O)NCc1ccco1 (stereo not given)
    -4.6, -0.2, -5.2, -17.4, -14.0, 9.8, 1.5, 1.1, -20.2
CCOc1cc(C(=O)Nc2nnc(S(=O)(=O)N3CCOCC3)s2)cc(OCC)c1OCC
    4.4, -0.7, -10.0, -2.9, -4.2, 1.4, 0.1, 1.4, -4.1
CCOc1ccc(Br)cc1CSC(=N)N
    9.1, -3.4, -7.8, 7.5, 9.4, -8.6, 9.1, 9.5, -12.1
O=C(O)c1cccc(NN=C2c3ccccc3-c3ccccc32)c1
    -4.9, -7.1, x, -6.8, 2.5, 5.8, -0.2, -0.9, x
COc1ccc(N2CCN(c3nc(NCCc4ccc(OC)c(OC)c4)nc(OC)n3)CC2)cc1
    9.8, -1.5, -24.4, 16.7, -22.5, -16.6, 5.6, 12.5, -6.8
CCOc1ccc(N(Cc2ccccc2F)C2=NC3CS(=O)(=O)CC3S2)cc1 (stereo not given)
    -10.1, -2.1, 4.2, -5.5, -10.9, 2.9, 0.4, 0.1, -4.6
COc1ccc([C@H]2CC(=O)C=C(/C=C/c3ccc(C(F)(F)F)cc3)C2)cc1
    0.4, -3.8, -13.3, 4.1, -10.8, -1.8, 0.0, -0.7, -2.7
OC(CNCCC(c1ccccc1)c1ccccc1)COc1ccccc1 (stereo not given)
    7.2, -5.8, 2.1, 31.2*, 1.6, -15.2, 8.2, 17.4, -11.4
O=C(CCc1nc(-c2ccccc2F)no1)NCCc1ccccc1Cl
    -9.1, -1.4, -20.4, -22.6, -9.9, 2.9, 4.0, 7.0, -11.6
COc1ccccc1NC(=O)CN(c1ccc(C23CC4CC(CC(C4)C2)C3)cc1)S(C)(=O)=O
    -7.2, -2.0, -17.8, -7.6, -61.3, 9.1, 1.8, 1.1, -7.3
CC(=O)NC(c1ccc(F)c(F)c1)c1nc(-c2cnc3ccccc3c2)cs1 (stereo not given)
    -9.8, -1.4, x, -13.7, -7.5, 6.7, 1.9, 5.2, x
COc1ccc(NC(C)=O)cc1NC(=O)CSc1nnc(-c2cccnc2)n1C
    3.5, -2.5, 1.2, -5.1, -3.4, 11.1, 0.4, 0.9, -6.1
CCc1nnc(NC(=O)CCC(=O)N2CCN(CCc3ccccc3)CC2)s1
    -2.5, -4.3, -12.3, -4.3, -11.6, 3.1, 0.5, 0.0, -0.7
COc1ccc(-c2c(C)oc3c(CN4CCCCC4C)c(O)ccc3c2=O)cc1 (stereo not given)
    9.8, -8.6, -10.4, -0.5, -15.2, -0.6, 1.1, 0.9, -2.4
COc1ccc(/C=N/Nc2nc(N3CCCC3)nc(N3CCCC3)n2)c(OC)c1OC
    2.3, -11.4, -9.9, -2.4, -7.6, 3.7, 0.9, 2.1, -3.7
CCCCc1nnc(NC(=O)C(=O)OCC)s1
    0.3, -4.2, -0.1, 10.5, 0.2, -6.0, 2.6, 14.8, 2.3
Cc1ccc(C)c(OCCCCn2cnc3ccccc3c2=O)c1
    -0.2, -6.2, -15.1, -2.8, -13.9, -0.5, 1.6, -0.3, -5.3
Clc1cccc(Cl)c1-c1nnc2cccc(Cl)n12
    6.2, -1.1, -1.5, -6.6, -2.2, 7.7, 0.9, 1.5, -1.8
CC(=O)N1CCc2cc(S(=O)(=O)NCCC(=O)NCCc3ccc(C)cc3)ccc21
    -2.0, 2.1, -4.3, -7.1, 6.0, -8.7, 6.9, 9.3, -17.1
COc1ccc(CNC(=O)c2cc(=O)c3ccc(C)c(C)c3o2)cc1
    -2.5, -2.5, -17.9, -10.4, -9.6, 10.3, 3.9, 4.3, 0.0
O=C(N/N=C/c1ccc([N+](=O)[O-])cc1)c1ccc(COc2ccccc2-c2ccccc2)cc1
    -1.8, -2.8, -2.6, -1.2, 6.6, 7.2, -0.3, 0.6, -6.8
N#Cc1c2n(c3c(=O)n(Cc4ccc(Cl)cc4)cnc13)CCCCC2
    -4.5, -2.0, -16.5, -24.4, 7.0, 9.1, 0.2, 0.7, -6.6
COCCn1c(SCC(=O)N2CCCC(C)C2)nnc1-c1ccco1 (stereo not given)
    1.0, 0.4, -8.2, 5.8, -2.9, -0.9, 4.8, 0.9, -9.2
COc1ccc(-n2cc(CNC(C)c3ccncn3)c(-c3cccc(F)c3)n2)cc1 (stereo not given)
    -3.3, -8.4, -6.0, -8.9, -4.3, 13.7, 2.0, 5.3, -11.0
